NSD2 inh – blocks human histone methyltransferase NSD2; O96028; NSD2 peptide methylation, AlphaScreen, 120 min; inhibition, % at 12.5 µM; hit rate 0.54% among 310,000; in the data active = inhibition above about 50%
dFosB activator – enhances mouse delta FosB homodimer DNA binding | hit rate 0.99% among 340,000 | P13346 | activation, % at 25 µM | purified delta FosB, TAMRA-CDK5 oligo fluorescence polarization; percent of positive-control signal above neutral wells;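 active = mean activation above about 17%, with every replicate also reaching it, limit read from the data, passing the limit was not always enough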;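 also: fluorescence polarization rise as delta FosB binds a TAMRA Cdk5 AP-1 oligo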
Target sequence (P13346 whole entry, looked up): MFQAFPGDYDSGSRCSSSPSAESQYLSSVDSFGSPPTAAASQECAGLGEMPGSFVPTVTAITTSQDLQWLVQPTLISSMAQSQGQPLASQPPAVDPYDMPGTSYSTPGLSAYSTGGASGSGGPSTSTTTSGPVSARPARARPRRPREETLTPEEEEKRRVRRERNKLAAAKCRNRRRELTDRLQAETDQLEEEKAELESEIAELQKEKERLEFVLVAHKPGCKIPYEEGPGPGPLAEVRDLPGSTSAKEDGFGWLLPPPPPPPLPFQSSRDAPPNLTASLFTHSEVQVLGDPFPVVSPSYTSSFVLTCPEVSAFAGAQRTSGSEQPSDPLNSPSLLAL
SR-BI DiI inh – inhibitors of mouse SR-BI mediated HDL lipid uptake; Q61009; inhibition, % at 12.5 µM; hit rate 0.96% among 320,000; ldlA[mSR-BI] CHO cells, DiI-HDL uptake fluorescence, 3 h;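 active = mean replicate inhibition of at least 70% and a set share of replicates each scoring 70 or more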;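 also: 0% = median of neutral control wells and 100% = median of positive control wells; values of inactives mirror those of a sister screen read the other way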
Target sequence (Q61009 whole entry, looked up): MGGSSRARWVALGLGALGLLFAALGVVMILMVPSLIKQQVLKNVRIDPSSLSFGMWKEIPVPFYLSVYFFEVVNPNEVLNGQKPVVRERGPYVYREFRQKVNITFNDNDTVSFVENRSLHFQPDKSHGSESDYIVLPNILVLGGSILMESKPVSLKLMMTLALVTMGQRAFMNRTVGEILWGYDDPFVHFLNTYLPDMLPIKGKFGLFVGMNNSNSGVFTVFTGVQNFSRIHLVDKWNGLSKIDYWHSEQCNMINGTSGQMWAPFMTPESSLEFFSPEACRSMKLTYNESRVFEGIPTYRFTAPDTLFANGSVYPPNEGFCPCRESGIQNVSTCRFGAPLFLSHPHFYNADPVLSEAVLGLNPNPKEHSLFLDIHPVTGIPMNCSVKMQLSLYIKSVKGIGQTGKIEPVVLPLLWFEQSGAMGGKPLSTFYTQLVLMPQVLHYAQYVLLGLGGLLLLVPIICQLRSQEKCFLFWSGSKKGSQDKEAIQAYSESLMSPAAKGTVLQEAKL
CAL PDZ FP-1 – human CAL PDZ-peptide interaction inhibition; Q9HD26; purified CAL PDZ, TMR-peptide fluorescence polarization, 1 h; inhibition, % at 20 µM; hit rate 0.02% among 330,000; AID 504414;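 active = highest replicate inhibition of at least 40%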;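 also: plate controls were DMSO neutral control wells for no effect and unlabeled competitor peptide control wells for full effect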
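System: tagged CAL PDZ domain. Schedule: 1 h room-temperature incubation prior to read. Signal: fluorescence polarization (mP). Measure: percent inhibition from loss of millipolarization.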
PfHsp90 set2 – reduces growth (ATP signal) of yeast expressing P. falciparum Hsp90 | S. cerevisiae expressing PfHsp90, BacTiter-Glo ATP, 48 h; yeast lacking PDR1 and PDR3 efflux regulators | inhibition, % at 9.4 µM | hit rate 0.32% among 310,000 | AID 504621;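 active = every replicate shows inhibition above about 80%, whatever the replicate mean, limit read from the data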;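 also: 0% = DMSO neutral controls and 100% = 20 µM radicicol positive controls; yeast relying on Plasmodium falciparum Hsp90 in place of its own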
SR-BI DiI-HDL act – activators of SR-BI mediated HDL lipid uptake; CHO ldlA[mSR-BI] cells, DiI-HDL uptake fluorescence, 3 h; 100 = double the neutral-control signal; activation, % at 12.5 µM; hit rate 0.096% among 320,000;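 active = mean replicate activation of at least 60% and every replicate at or above 60%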;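 also: 0% = median plate neutral-control signal and 100% = twice that signal; values of inactives mirror those of a sister screen read the other way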
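Assay system: CHO ldlA[mSR-BI] cells, LDL receptor-null, SR-BI overexpressing; medium: Ham's F12 with 0.5% BSA, HEPES 25 mM, pH 7.4; also added: DiI-HDL 10 µg/mL; timing: 3 h uptake period with compound, 37 °C; signal: DiI fluorescence, bottom read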
PvdQ acylase – P. aeruginosa PvdQ acylase inhibition | purified PvdQ acylase, fluorescence plate reader | inhibition, % at 10 µM | hit rate 0.063% among 340,000; in the data active = inhibition above about 30%, passing the limit was not always enough;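 also: 0% = vehicle neutral wells and 100% = reference inhibitor wells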
MITF act – activators of MITF-driven TRPM1 promoter activity in SK-MEL-5 cells | SK-MEL-5 TRPM1-promoter luciferase, 24 h; % of positive control, neutral wells = 0 | activation, % at 12.5 µM | hit rate 0.75% among 300,000;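 active = mean activation of at least 80% with every replicate also reaching 80%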;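 also: 0% = neutral control wells and 100% = parthenolide positive control wells; values of inactives mirror those of a sister screen read the other way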
CAL PDZ FP-2 – inhibitors of human CAL PDZ peptide binding; Q9HD26; purified CAL PDZ, TMR-peptide fluorescence polarization, 1 h; inhibition, % at 24.9 µM; hit rate 0.92% among 300,000; AID 602252;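 active = mean inhibition of at least 30% with at least half of replicates also reaching 30%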;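 also: 0% = DMSO neutral control and 100% = excess unlabeled competitor peptide PRC23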
Rtt109 Vps75 – blocks Candida albicans Rtt109/Vps75 acetyltransferase activity; Q5AAJ8; purified Rtt109/Vps75, ThioGlo CoA-SH fluorescence, 4 h; inhibition, % at 34.9 µM; hit rate 0.16% among 330,000; AID 540336;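 active = inhibition of at least 50% in every replicate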
Starred values were filed as active, the others as inactive; · = no result given.

SMILES | NSD2 inh | dFosB activator | SR-BI DiI inh | CAL PDZ FP-1 | PfHsp90 set2 | SR-BI DiI-HDL act | PvdQ acylase | MITF act | CAL PDZ FP-2 | Rtt109 Vps75
COCCNC(=O)N1[C@H]2CC[C@@H]1C(C(=O)OC)=C(c1ccc(-c3ccccc3)c(F)c1)C2 | · | -3.7 | -13.4 | -0.3 | 12.9 | 13.4 | -14.6 | -34.3 | -1.5 | 0.2
CCC(=NCCc1c[nH]c2ccccc12)c1c(O)n(C)c(=O)n(C)c1=O | 2.9 | -11.3 | -10.9 | -0.8 | 2.8 | 10.9 | -5.9 | -3.0 | · | -8.3
CC1N=C(c2ccccc2Cl)c2cc(Br)ccc2NC1=O (centres undefined) | -2.2 | -1.0 | 9.4 | -3.1 | 1.7 | -9.5 | -19.3 | -3.7 | -3.1 | 11.3
CC(N=Cc1c(O)[nH]c(=O)[nH]c1=O)c1ccccc1 (centres undefined) | -0.5 | 2.2 | 10.4 | -0.1 | 13.3 | -10.4 | 6.4 | -7.0 | · | 9.6
CCC(=O)OC1(c2ccccc2)C(C)CN(C)CC1C (centres undefined) | -3.4 | -1.7 | · | 0.0 | · | · | -4.2 | -3.2 | 10.2 | 5.2
Cn1nccc1C(=O)N1CCC2(CC1)OCCO2 | -1.4 | -5.9 | -13.6 | -2.1 | -5.2 | 13.6 | -17.6 | -3.0 | 4.0 | -0.5
CCN(CC)C(=O)c1ccc(NC(=O)c2cccc(S(=O)(=O)N3CCN(C)CC3)c2)cc1 | -0.4 | -3.9 | 9.0 | -2.3 | -19.5 | -9.0 | 8.6 | -3.5 | -1.9 | -7.6
C=C1C2C[C@H](O)C(C)(C)[C@@]2(O)[C@H](O)C[C@]23C[C@@](C)(O)[C@H](CC[C@H]12)[C@H]3OC(C)=O (some centres undefined) | · | 8.4 | -24.1 | -1.1 | -9.4 | 24.1 | 7.6 | 0.9 | 2.1 | -12.3
COC(=O)C1=C(c2ccc(-c3ccccc3)c(F)c2)C[C@@H]2CC[C@H]1N2C(=O)NCCOc1ccccc1Cl | · | -13.8 | 33.1 | 0.1 | 18.3 | -33.1 | -8.6 | 2.1 | -0.1 | -4.9
COC(=O)C1=C(c2ccc(C(C)=O)cc2)C[C@@H]2CC[C@H]1N2C(=O)N1CCCC1 | · | -4.3 | -11.3 | -0.9 | 13.8 | 11.3 | -12.2 | 4.6 | 1.0 | -2.8
CC(Cc1ccccc1)NC=O (centres undefined) | · | 4.4 | -14.2 | 0.2 | -3.1 | 14.2 | -7.7 | 3.7 | 4.0 | -3.0
Cc1ccccc1NP(=O)(Oc1ccccc1F)Oc1ccccc1F | -1.7 | 5.0 | 31.4 | 0.4 | -20.3 | -31.4 | 7.9 | 8.6 | -0.1 | 1.7
CN(C(=O)Oc1ccc(F)cc1)c1ccccc1 | 4.8 | -3.7 | -6.2 | 0.5 | 3.1 | 6.2 | 4.6 | -6.8 | · | -9.5
CCCCNC(=O)Nc1ccc(C(O)(C(=O)OC)C(F)(F)F)cc1 (centres undefined) | 0.4 | -3.6 | 32.8 | -2.3 | -12.4 | -32.8 | -0.7 | 6.4 | 6.0 | -1.0
COc1cc2c(cc1OC)C(C(=O)NC(C)C)C1CCCCN1C2=O (centres undefined) | -0.2 | -3.7 | -19.0 | 0.8 | 6.4 | 19.0 | -1.1 | -8.5 | -0.6 | -1.0
Cc1cccc(Cn2cc(C=O)c3ccccc32)c1 | -3.3 | -7.6 | 5.3 | 0.5 | -56.5 | -5.3 | -17.7 | -12.2 | 1.3 | -5.8
CNC(=O)Oc1cc2c(cc1C(C)(C)C)CCC2 | 1.4 | -4.3 | 27.9 | -0.1 | -0.6 | -27.9 | -13.7 | 0.0 | 6.2 | -2.7
CC(c1ccc(F)cc1)n1cc(C(=O)NCc2ccc3c(c2)OCO3)nn1 (centres undefined) | -1.2 | 5.6 | -7.1 | -2.0 | -27.6 | 7.1 | -18.3 | -6.2 | -3.9 | 0.3
CCOP(=O)(OCC)C(NS(=O)(=O)c1ccccc1)C(Cl)(Cl)Cl (centres undefined) | -1.5 | 2.9 | -23.4 | -1.6 | 3.6 | 23.4 | 4.1 | 1.6 | -2.7 | 5.2
S=C(N1CCCCCC1)N1CC1 | 0.2 | -0.5 | -11.7 | -0.4 | -13.2 | 11.7 | 7.7 | 2.7 | -0.4 | 14.7
Cc1ccc(O)c(CN2CCN(c3ccccc3)CC2)c1 | -0.8 | 5.8 | -12.9 | -0.5 | 66.2 | 12.9 | -9.4 | 8.6 | -1.8 | -4.5
COC(=O)C1=C(c2cccc(OC)c2OC)C[C@@H]2CC[C@H]1N2C(=O)NC(C)C | · | -2.2 | -6.6 | -0.2 | 19.8 | 6.6 | -4.2 | 16.1 | 0.3 | -2.9
COc1ccc(OC)c(C2=NOC(C(=O)N3CCC4(CC3)OCCO4)C2)c1 (centres undefined) | 5.6 | -4.2 | -4.1 | -0.5 | · | 4.1 | 2.2 | 2.4 | · | -5.2
Cc1ccc(-c2cc(C(=O)N3CCC4(CC3)OCCO4)no2)cc1 | -2.2 | -4.0 | 0.5 | -1.1 | -4.2 | -0.5 | 4.1 | 20.8 | -1.6 | 23.1

3 structures already listed, sorted by formula weight, descending:
SMILES | NSD2 inh | dFosB activator | SR-BI DiI inh | CAL PDZ FP-1 | PfHsp90 set2 | SR-BI DiI-HDL act | PvdQ acylase | MITF act | CAL PDZ FP-2 | Rtt109 Vps75
COc1ccc(OC)c(C2=NOC(C(=O)N3CCC4(CC3)OCCO4)C2)c1 (centres undefined) | 5.6 | -4.2 | -4.1 | -0.5 | · | 4.1 | 2.2 | 2.4 | · | -5.2
Cc1ccccc1NP(=O)(Oc1ccccc1F)Oc1ccccc1F | -1.7 | 5.0 | 31.4 | 0.4 | -20.3 | -31.4 | 7.9 | 8.6 | -0.1 | 1.7
Cc1ccc(-c2cc(C(=O)N3CCC4(CC3)OCCO4)no2)cc1 | -2.2 | -4.0 | 0.5 | -1.1 | -4.2 | -0.5 | 4.1 | 20.8 | -1.6 | 23.1

More entries.
SMILES | NSD2 inh | dFosB activator | SR-BI DiI inh | CAL PDZ FP-1 | PfHsp90 set2 | SR-BI DiI-HDL act | PvdQ acylase | MITF act | CAL PDZ FP-2 | Rtt109 Vps75
COC(=O)C1=C(c2ccc(F)cc2F)C[C@@H]2CC[C@H]1N2C(=O)NCCOc1ccc(OC)cc1 | · | -2.1 | 25.0 | -0.2 | 13.1 | -25.0 | 4.5 | 7.7 | -1.9 | 13.9
COc1ccc2nc3oc(C(=O)N4CCC5(CC4)OCCO5)cc3cc2c1 | -2.7 | -20.2 | -36.3 | -1.7 | 7.7 | 36.3 | -1.0 | -2.7 | -1.9 | -1.4
Fc1cccc(F)c1CN1CCN(c2ccc(Cl)cc2)CC1 | 4.7 | -0.9 | 0.4 | 0.3 | 17.2 | -0.4 | -8.7 | 15.0 | -0.1 | -4.2
C=CCN1C(=O)c2ccccc2Sc2ccc(C(=O)N3CCC4(CC3)OCCO4)cc21 | -3.6 | -4.1 | -4.1 | -1.3 | · | 4.1 | 3.2 | -7.0 | · | 2.9
CCCNC(=O)N1[C@H]2CC[C@@H]1C(C(=O)OC)=C(c1ccc(S(C)(=O)=O)cc1)C2 | · | 4.1 | 4.7 | 0.7 | 5.5 | -4.7 | -4.4 | 6.6 | 3.9 | -0.6
CC12CCC3c4ccc(OC(=O)N(CCCl)CCCl)cc4CCC3C1CCC2O (centres undefined) | -0.7 | -14.3 | 48.4 | -0.2 | -24.9 | -48.4 | -2.0 | -10.4 | -3.4 | -6.4
CCOC(=O)C1C(=O)N(C)C2(C)CC1c1ccccc1O2 (centres undefined) | · | -4.2 | -14.9 | -6.1 | -9.4 | 14.8 | -7.2 | -3.4 | -2.0 | -7.4
O=c1c2ccccc2nc(CNc2ccccc2)n1-c1ccccc1 | -0.7 | -12.1 | -18.9 | -0.1 | -10.4 | 18.9 | -9.6 | · | -2.7 | 2.3
CNCCc1nc(N)n[nH]1 | 12.7 | -8.4 | -4.9 | 0.4 | -21.5 | 4.9 | -6.3 | · | · | 0.8
COC(=O)C1=C(c2ccc(C(C)=O)cc2)C[C@@H]2CC[C@H]1N2C(=O)NCCNC(C)=O | · | -2.8 | -15.9 | -0.8 | 1.8 | 15.9 | -5.7 | 13.5 | -0.2 | 4.4
Nc1ccc(Sc2ccc(N)cc2)cc1 | 1.5 | -2.0 | · | 0.7 | -6.4 | · | -12.9 | 13.5 | 0.8 | 4.4
COc1cc2c(c(OC)c1O)-c1ccc(OC)c(=O)cc1C(NC(=O)C(F)(F)F)CC2 (centres undefined) | -0.9 | -7.1 | -0.8 | 0.0 | -6.0 | 0.8 | 2.2 | -36.3 | -0.7 | 4.5
CC/C(=N\Nc1ccccc1)c1c(O)[nH]c(=O)[nH]c1=O | -2.5 | 1.0 | -12.4 | -0.1 | 7.3 | 12.4 | -10.4 | · | -2.3 | -4.4
Fc1cccc(F)c1-c1nc(-c2ccc(Cl)cc2)no1 | 1.3 | 5.7 | -1.0 | -0.6 | -4.4 | 1.0 | -9.0 | · | 2.1 | -22.4
CNC1(c2ccccc2Cl)CCCCC1=O (centres undefined) | · | 2.5 | 13.8 | 0.0 | · | -13.8 | -2.6 | -4.2 | 4.2 | -3.1
CN(C)C(Cc1ccccc1)C(=O)c1ccc(-c2ccccc2)cc1 (centres undefined) | -0.2 | 4.5 | 6.5 | -1.0 | -21.8 | -6.5 | 7.6 | 9.6 | · | -3.5
CCCC1=C(C(=O)OCC)C2(C(=O)Nc3ccccc32)C(C#N)=C(N)O1 (centres undefined) | -4.1 | -9.6 | -20.6 | 0.3 | · | 20.6 | -9.3 | -1.6 | · | -2.0
CCOC(=O)c1sc(/N=C/c2c(O)n(-c3cccc(C)c3)c(=O)[nH]c2=O)c(C#N)c1C | 9.3 | 2.2 | -11.6 | -0.9 | 9.2 | 11.6 | -19.6 | -4.5 | -5.8 | -1.4
CCCCn1c(NS(=O)(=O)c2ccccc2)c(C(=O)OCC)c2nc3ccccc3nc21 | 99.4* | -3.4 | -14.4 | 0.1 | 0.5 | 14.4 | 3.8 | -14.4 | -4.1 | -3.7
CCOC(=O)c1c(C)n(Cc2ccco2)c2ccc(OC)cc12 | -0.2 | 3.6 | -11.1 | -0.2 | -24.9 | 11.1 | -6.3 | -12.6 | -0.8 | -3.8
COc1ccc(CCn2c(O)c(C=NCCCO)c(=O)[nH]c2=O)cc1OC | -3.9 | -8.4 | -1.8 | · | -2.5 | 1.8 | -16.2 | 8.7 | -4.9 | 8.6
O=C(O)c1cccc2nc3ccccc3nc12 | · | -0.5 | -13.0 | 1.0 | -13.5 | 13.0 | -16.3 | -55.4 | -8.1 | 4.8
CC[N+](CC)(CC)CCCCCCCCCC[N+](CC)(CC)CC | · | -0.3 | 4.1 | -3.4 | 19.0 | -4.1 | -2.8 | 4.4 | -0.8 | -3.3
O=C(c1ccco1)c1cn(Cc2ccccc2Cl)c2ccccc12 | -1.5 | -12.3 | 21.1 | -2.6 | · | -21.2 | -6.6 | -4.1 | · | 1.1

High-throughput results from PubChem.

Not all compounds are listed. The share of hits here may be higher or lower than overall.
